Compound activity from PubChem BioAssay.
ERG-DNA inh: blocks human ERG Ets domain binding to DNA; fluorescence polarization, His-ERG Ets domain / labelled DNA; Potency, µM (highest dose often 76.9 µM), for inactives: at the top dose FP activity, negative = inhibition, hits mostly inhibitors; 370,000 tested, 0.028% active; AID 624246; active means well fitted inhibition curve with a large enough effect in the polarisation, with a control signal flat; inconclusive means small, poorly fitted or top-dose-only effect, or effect the other way, or a change in a side signal; inactive means no such curve, though single readings can be large or run the other way; the % refers to the polarisation;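 further: polarization taken with two DNA probes labelled with fluorescein and Texas red; potency means the concentration at half of the fitted maximal effect; % of control where 0% means no effect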
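His-tagged ERG Ets domain (1 uM in the protein solution; 300mM KCl, 50mM Tris-HCl, 1mM EDTA, 1mM DTT, pH 7.5) received compound, then a probe mix of 5 nM fluorescein-DNA and 100nM Texas-615-DNA. Fluorescence polarization was read for both dyes.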
RGS4 inhibitor: inhibitors of human regulator of G protein signaling 4; Potency, µM (series often up to 114 µM), without a hit: top-dose activity change, negative = inhibition, hits mostly inhibitors; Transcreener GDP fluorescence polarization, RGS4-accelerated GTP hydrolysis; 390,000 tested, 0.039% active; P49798; AID 504845; further: potency means the concentration at half of the fitted maximal effect; on the % scale 0 is the no-effect control and ±100 the full control effect; nearly all actives have a fitted effect of over 75% in size; some results filed as inactive show a strong effect at the top dose
Target sequence (P49798 whole entry, looked up): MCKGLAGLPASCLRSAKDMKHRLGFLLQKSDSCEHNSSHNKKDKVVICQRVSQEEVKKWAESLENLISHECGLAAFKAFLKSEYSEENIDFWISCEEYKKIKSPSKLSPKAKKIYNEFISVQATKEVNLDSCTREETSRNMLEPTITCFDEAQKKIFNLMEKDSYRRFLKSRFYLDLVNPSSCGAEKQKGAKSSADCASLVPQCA
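MLSMR compounds (23 nl, pin-transferred) preincubated 10 min at room temperature with a 500nM (2x) first reagent, then RGS4 at 900nM (2x) plus Transcreener GDP mix added; fluorescence polarization (620/688 nm) read before and after 90 min at 30 °C.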
D2 antagonist: D2 dopamine receptor (human) antagonism; HEK293 TREx D2 cells, calcium flux, dopamine EC80; inhibition, % at 10 µM; AID 485344; 340,000 tested, 2% active; P14416; in the data active means inhibition above about 30%; further: 0% is about no effect
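Read-out: kinetic calcium fluorescence (1 cycle/s) in inducible HEK293 T-REx D2 cells after an EC80 dopamine addition that followed 180 s compound preincubation. Loss of the dopamine response indicates antagonism.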
LDHA block: inhibitors of human lactate dehydrogenase A | AID 1347041 | P00338 | purified LDHA, NADH/diaphorase-resazurin fluorescence; active compounds read low | 480,000 tested, 0.15% active | activity change, % (values are at about 110 or 230 µM); in the data active means activity change below about -30%; inconclusive means mostly about -25% to -30%;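 further: plate controls were DMSO wells for no effect and wells without enzyme for full effect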
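Enzyme activity of human lactate dehydrogenase 5 (2 nM; 0.06 mM NADH, 0.2 mM pyruvate, 5 min, RT) is measured via a resazurin/diaphorase fluorescence readout of residual NADH.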
Vif-A3F inh: inhibitors of Vif-A3F interaction; HeLa A3F-eYFP + Vif (tagged APOBEC3F with the HIV-1 protein that degrades it), YFP fluorescence increase; Potency, µM (titrated, usually from 46.1 µM), inactives show at the top dose activity, negative = active; 390,000 tested, 0.2% active; AID 602313; further: potency means the concentration at half of the fitted maximal effect; % of control where 0% means no effect; nearly all actives have a fitted effect of over 65% in size
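HeLa cells stably expressing Vif plus C-terminally eYFP-tagged A3F were seeded, incubated overnight at 37 deg C, dosed with compound, incubated overnight again at 37 deg C. Yellow fluorescence (Ex 488/Em 500-530) reported blocked Vif-mediated A3F-eYFP degradation.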
D2 ag: agonists of human D2 dopamine receptor; P14416; HEK293 T-REx D2 cells, calcium flux agonist mode; 340,000 tested, 0.53% active; activation, % at 2 µM;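 active means activation over 3 SD above normal in the single-dose calcium agonist read, cut at about 30% in these data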; further: 0% is about no effect
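Agonism is scored from calcium flux in a force-coupled, inducible HEK293 cell line expressing D2, read kinetically for 180 s after compound addition against dopamine controls.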
GRP78 ERSR act: inducers of ER stress response in human glioma cells. U87-MG GRP78 promoter luciferase reporter, 16 h. Potency, µM, without a hit: top-dose activation, most hits filed as activators. 420,000 tested, 0.02% active; further: potency means the concentration at half of the fitted maximal effect; series mostly up to about 76 µM; % of control where 0% means no effect; nearly all actives have a fitted effect of over 35% in size
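Stably transfected U87-MG glioma cells carrying a GRP78-based luciferase sensor; 16 h compound incubation. Luminescence end-point read 10 min after Bright-Glo addition at room temperature.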
12-LOX inh: ALOX12 (human) lipoxygenase inhibition; P18054; purified 12hLO, xylenol orange hydroperoxide absorbance; Potency, µM (doses to about 108 µM), inactives show top-dose activity change, negative = inhibition, most hits filed as inhibitors; 580,000 tested, 1.1% active; further: potency means the concentration at half of the fitted maximal effect; on the % scale 0 is the no-effect control and ±100 the full control effect
Target sequence (P18054 whole entry, looked up): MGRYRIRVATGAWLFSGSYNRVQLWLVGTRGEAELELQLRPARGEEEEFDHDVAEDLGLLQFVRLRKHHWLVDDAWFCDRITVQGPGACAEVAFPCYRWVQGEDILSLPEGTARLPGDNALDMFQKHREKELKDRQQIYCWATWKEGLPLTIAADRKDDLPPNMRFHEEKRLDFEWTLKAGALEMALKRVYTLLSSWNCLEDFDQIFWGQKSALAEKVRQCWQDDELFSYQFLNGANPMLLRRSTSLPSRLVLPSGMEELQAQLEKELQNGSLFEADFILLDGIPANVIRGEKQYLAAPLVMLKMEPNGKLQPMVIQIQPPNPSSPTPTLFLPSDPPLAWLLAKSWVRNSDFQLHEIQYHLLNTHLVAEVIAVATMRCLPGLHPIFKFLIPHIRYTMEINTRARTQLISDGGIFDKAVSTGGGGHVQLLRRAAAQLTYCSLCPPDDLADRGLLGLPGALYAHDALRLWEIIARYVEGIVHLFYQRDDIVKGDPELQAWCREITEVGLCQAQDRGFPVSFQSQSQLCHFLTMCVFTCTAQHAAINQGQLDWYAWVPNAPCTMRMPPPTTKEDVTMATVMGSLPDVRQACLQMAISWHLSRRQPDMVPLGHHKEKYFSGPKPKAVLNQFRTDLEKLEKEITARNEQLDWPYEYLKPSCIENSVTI
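Purified human 12hLO (150 nM final) in 25 mM Hepes, 0.01% Triton X-100, pH 7.0 was preincubated 15 min at room temperature with compound. Then 40 uM arachidonic acid was added, 30 min. Hydroperoxide was read by Fe-XO absorbance ratio 573/405 nm.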
Vif-APOBEC3G blk: Vif-A3G binding inhibition; HeLa A3G-eYFP + Vif (tagged APOBEC3G with the HIV-1 protein that degrades it), YFP fluorescence, overnight; 410,000 tested, 0.076% active; Potency, µM (series often up to 46.1 µM), for inactives: at the highest dose activity, negative = active, actives largely listed as inhibitors;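 further: potency means the concentration at half of the fitted maximal effect; on the % scale 0 is the no-effect control and ±100 the full control effect; nearly all actives have a fitted effect of over 60% in size; hits raise eYFP signal because A3G escapes Vif-driven loss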
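HeLa cells stably expressing Vif and C-terminally eYFP-tagged A3G, seeded overnight at 37 deg C, then exposed to compound by pintool overnight at 37 deg C. Rise in yellow fluorescence (Ex 488/Em 500-530, Acumen) marks blocked Vif-driven A3G degradation.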
* = called active by the depositor; ? = inconclusive; . = no result given; [ ] = remark or other dose. Unless noted, the call rests on the fitted dose curve; in most records, active means well fitted curve in the direction sought with a large enough effect; inconclusive means small, poorly fitted or top-dose-only effect, or another doubt; inactive means no such curve, though single readings can be large; an effect the other way counts as inactive or inconclusive.

SMILES | ERG-DNA inh | RGS4 inhibitor | D2 antagonist | LDHA block | Vif-A3F inh | D2 ag | GRP78 ERSR act | 12-LOX inh | Vif-APOBEC3G blk
COc1ccc(-n2c(C)nnc2SCC(=O)N2C(C)CCCC2C)cc1 (stereo not given) | . | -1% | -18 | 1 | 5% | -2.2 | -3% | 1% | 1%
CCCn1nnc(NC(=O)/C=C/c2ccccc2)n1 | 5% | -2% | 12 | -3 | -5% | -0.4 | 5% | 7% | -5%
Cc1ccc2cc3cc(C(=O)N(CC(=O)NC4CCCC4)c4cccc(C)c4C)sc3nc2c1 | -1% | -15% | 2 | 6 | 0% | 0.1 | 1% | -11% | -3%
COc1cc(C)ccc1OCCCON1C(=O)CCC1=O | 7% | 17% | -3 | -9 | -14% | 0.4 | 0% | -3% | 0%
COc1cccc(C(=O)Nc2cccc3c2ccc2cccn23)c1 | 5% | -12% | -4 | -12 | ? | -1.2 | -1% | -22% | -20%
CCOC(=O)c1c(NC(=O)Cc2cccs2)sc2c1CCCC2 | 2% | -33% | 6 | 1 | 2% | 1.9 | -5% | 1% | -3%
NC(=O)C(CC(=O)O)NC(=O)[C@@H]1CCCNc2c(I)cc([N+](=O)[O-])cc2C(=O)N[C@@H](CO)C(=O)N[C@@H](Cc2ccc(O)cc2)C(=O)N1 (stereo not given in full) | 5% | -8% | 8 | ? | 0% | -0.7 | -5% | . | -2%
O=C(O)c1cccc(NC(=O)c2ccc3c(c2)C(=O)N(CC2CCCO2)C3=O)c1 (stereo not given) | 2% | 17% | -15 | 0 | 1% | -1.1 | 0% | -19% | 3%
CCCOC(=O)c1cccc(NC(=O)C(C)(C)C)c1 | 4% | 28% | 2 | 4 | 1% | 0.6 | -1% | 0% | 1%
CC(=NNC(=O)c1ccncc1)c1ccccc1Cl | 1% | 4% | . | -10 | -1% | . | 0% | 20% | 1%
CC1=NN(C(C#N)c2cccc([N+](=O)[O-])c2)C(C)(C)C1 (stereo not given) | -4% | 16% | -8 | -7 | -18% | -0.5 | -3% | 11% | 1%
CCOC(=O)C1CCCN(C(=O)c2cccc(OC(F)(F)F)c2)CC1 (stereo not given) | . | . | . | -3 | . | . | -2% | -5% | 3%
CCC(C)NC(=O)Cn1cccc1C(=O)c1ccccc1 (stereo not given) | -7% | -6% | -24 | -2 | -6% | 0.3 | -1% | 475%[activator] | 3%
O=[N+]([O-])c1ccc(OCCN2CCCCCC2)cc1 | -2% | -19% | 5 | -14 | 1% | 0.7 | -3% | -27% | -1%
CCCCC(=O)NCCc1cc2c(C)ccc(C)c2[nH]c1=O | 0% | -8% | . | -6 | -1% | . | 1% | 4%[57.4 µM] | 1%
Cc1ccc(S(=O)(=O)N2CCN(CC(=O)N3CCCC3)CC2)c(C)c1 | 6% | 32% | . | -6 | 1% | . | 2% | 310%[activator] | -3%
Cc1nc(Cc2ccc(OC(C)C)cc2)[nH]c(=O)c1CC(=O)O | 14% | -1% | 10 | 2 | ? | 0.6 | -4% | -9% | -1%
COc1ccc(CCNC(=O)CSc2cn(Cc3ccccc3)c3ccccc23)cc1OC | -3% | 18% | -10 | -12 | -4% | -0.8 | -5% | 36%[activator] | 1%
CC1(C(=O)N2CCCCC2)CCN1C(=O)C1(c2ccccc2)CC1 (stereo not given) | . | . | . | -4 | . | . | -5% | 2% | 1%
CC(=O)Nc1ccc(C=NNC(=O)C2CC2)cc1 | 10% | -7% | . | -6 | 3% | . | -4% | 21% | 0%
CC(C)C1Cc2[nH]c(=O)c(C(=O)O)cc2CO1 (stereo not given) | 0% | 7% | 25 | 7 | 2% | 1.3 | 6% | ? | 4%
Cc1ccc(S(=O)(=O)N2CCN(C(=O)CSc3ncn[nH]3)CC2)c(C)c1 | 2% | 3% | 5 | -8 | 6% | 0.0 | -6% | -30% | 4%
N#Cc1cc2c([nH]c1=S)CCCC2 | -5% | -49% | 5 | 3 | 1% | -0.8 | -2% | 14µM* | 2%
CCCCCSc1ncnc2c1sc1nc(N3CCOCC3)c3c(c12)CCCC3 | -5% | 13% | . | -10 | 1% | 0.4 | -3% | -2% | 1%
Cc1ccc(C(=O)NC(NCc2ccccc2)C(Cl)(Cl)Cl)cc1 (stereo not given) | -19% | 13% | 10 | 1 | 5% | -1.6 | -4% | -2% | -2%
CCC(C)NC(=O)c1cc2c(=O)n3ccccc3nc2s1 (stereo not given) | -7% | -8% | -8 | -1 | 1% | 0.8 | 19% | 0% | -1%
CCc1nccn1C(=O)c1cnn2c(C(F)F)cc(-c3ccc(C)cc3)nc12 | 4% | -18% | -1 | -4 | -6% | -1.4 | -5% | -19% | -13%
COc1ccc(S(=O)(=O)N2CCN(C(=O)c3ccc(COc4ccccc4)o3)CC2)cc1 | . | . | . | 1 | -6% | . | -1% | -4% | -3%
O=C(COC(=O)C1CCN(C(=O)c2ccc(Cl)cc2)CC1)c1ccco1 | 1% | -34% | 0 | 1 | -4% | 0.0 | -2% | 0% | 0%
COCCn1c(SCc2nnc(-c3ccccc3)o2)nc2sc3c(c2c1=O)CCC3 | -1% | -1% | 3 | -2 | -14% | -2.2 | 0% | 0% | -2%
CC(=O)c1ccccc1OC(=O)COc1ccc([N+](=O)[O-])cc1 | 6% | -3% | 0 | -6 | 2% | 0.2 | 0% | 17% | -4%
O=C1OCc2nc3cc4c(cc3c(-c3ccc(F)cc3)c21)OCO4 | -6% | ? | 1 | -2 | 5% | -2.1 | -2% | 1% | 3%
CC(C)(C)c1csc(NNC(=O)c2ccc(Br)cc2)n1 | 3% | -33% | -1 | -5 | 3% | -0.5 | -3% | 0% | 0%
c1cn(CCCNC2CCCCCCC2)cn1 | 0% | 0% | . | ? | ? | . | -2% | ? | 1%
COc1ccc(NC(=S)N(CCCN2CCCC2)Cc2cccs2)cc1 | 4% | 8% | -1 | -1 | 8% | -1.8 | 0% | -9% | 0%
Cc1cn([C@H]2C[C@H](O)[C@@H](CNCc3ccc(CN(C)S(C)(=O)=O)o3)O2)c(=O)[nH]c1=O | . | . | . | -3 | -3% | . | -1% | -5% | 0%
CCC(CO)(CO)N(CC(=O)Nc1ccc(OC)cc1)CC(=O)Nc1ccc(OC)cc1 | 3% | 9% | -18 | -1 | 6% | -0.5 | -1% | 11% | 0%
COc1ccc(Oc2c(Cl)cnn(-c3ccc(Cl)c(Cl)c3)c2=O)cc1 | -5% | -1% | 1 | -3 | 5% | -1.2 | -2% | ? | -18%
CCOC(=O)N1CCN(C(=O)c2cc(S(=O)(=O)N3CCCC3)cn2C)CC1 | -10% | 9% | -13 | -3 | -2% | 0.5 | -4% | 0% | 0%
COc1ccc(C(=O)O)cc1S(=O)(=O)NCc1ccccn1 | 12% | -11% | 6 | 0 | 7% | 0.1 | -5% | ? | 0%

An excerpt from above, limited to GRP78 ERSR act:
| Molecule | GRP78 ERSR act |
| --- | --- |
| N#Cc1cc2c([nH]c1=S)CCCC2 | -2% |
| COCCn1c(SCc2nnc(-c3ccccc3)o2)nc2sc3c(c2c1=O)CCC3 | 0% |

Looked up one by one from the entries so far:
SMILES | ERG-DNA inh | RGS4 inhibitor | D2 antagonist | LDHA block | Vif-A3F inh | D2 ag | GRP78 ERSR act | 12-LOX inh | Vif-APOBEC3G blk
O=C(O)c1cccc(NC(=O)c2ccc3c(c2)C(=O)N(CC2CCCO2)C3=O)c1 (stereo not given) | 2% | 17% | -15 | 0 | 1% | -1.1 | 0% | -19% | 3%
O=C1OCc2nc3cc4c(cc3c(-c3ccc(F)cc3)c21)OCO4 | -6% | ? | 1 | -2 | 5% | -2.1 | -2% | 1% | 3%
Cc1nc(Cc2ccc(OC(C)C)cc2)[nH]c(=O)c1CC(=O)O | 14% | -1% | 10 | 2 | ? | 0.6 | -4% | -9% | -1%
COCCn1c(SCc2nnc(-c3ccccc3)o2)nc2sc3c(c2c1=O)CCC3 | -1% | -1% | 3 | -2 | -14% | -2.2 | 0% | 0% | -2%
Cc1ccc(C(=O)NC(NCc2ccccc2)C(Cl)(Cl)Cl)cc1 (stereo not given) | -19% | 13% | 10 | 1 | 5% | -1.6 | -4% | -2% | -2%

Remaining list, next part.
SMILES | ERG-DNA inh | RGS4 inhibitor | D2 antagonist | LDHA block | Vif-A3F inh | D2 ag | GRP78 ERSR act | 12-LOX inh | Vif-APOBEC3G blk
COc1ccc2c(c1)O[C@H](c1ccc3c(c1)OCO3)[C@@H](OC(=O)N[C@H]1CCCc3ccccc31)C2=O | 1% | 6% | 30 | 0 | 2% | 0.9 | 2% | . | 2%
O=C(O)/C=C/C(=O)NNC(=O)c1cc(-c2ccccc2)n[nH]1 | -3% | ? | -16 | 2 | -1% | 5.2 | -1% | ? | 2%
COc1ccc(-c2cc3nc(CCl)[nH]c(=O)c3s2)cc1 | 9% | -47% | -26 | 1 | 7% | 0.3 | -14% | ? | 10%
Cc1[nH]n(-c2ccccc2)c(=O)c1CCOC(=O)c1cccc(C(F)(F)F)c1 | 3% | -19% | -8 | 2 | -3% | -0.2 | -1% | -8% | -3%
Cc1cc(C)nc(/N=C(\NC(=O)C(C)(C)C)Nc2ccccc2)n1 | -18% | 12% | -12 | -5 | -3% | 0.4 | -4% | ? | -1%

These rows are one share of the data; the hit share may differ from the screen's.
